BLM inh – qHTS Assay for Inhibitors of Bloom's syndrome helicase (BLM); RecQ-like DNA helicase BLM (Homo sapiens), P54132; recombinant BLM DNA unwinding, fluorescence dequenching; Potency, µM (doses to about 56.1 µM), without a hit: top-dose activity change, negative = inhibition, actives largely listed as inhibitors; actives 0.2% (n = 350,000);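 note: potency is the fitted concentration of half-maximal effect; plate controls were vehicle for no effect and no enzyme for full effect; nearly all actives have a fitted effect of over 35% in size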
APE1 inh – qHTS Assay for Inhibitors of the Human Apurinic/apyrimidinic Endonuclease 1 (APE1); recombinant APE1, TAMRA/BHQ-2 abasic DNA cleavage fluorescence; actives 0.35% (n = 350,000); Potency, µM (titrated, usually from 65.8 µM), for inactives: top-dose activity change, negative = inhibition, actives largely listed as inhibitors; DNA repair nuclease/redox regulator APEX1 (Homo sapiens), P27695;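 note: potency is the fitted concentration of half-maximal effect; plate controls were vehicle for no effect and reference inhibitor for full effect; nearly all actives have a fitted effect of over 55% in size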
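Substrate: short duplex with […] THF abasic site, 5'-TAMRA and 3'-BHQ-2, 50 nM final. APE1 at 0.75 nM, preincubated 15 min RT with compound. Fluorescence increase from first to third read measured activity.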
RXFP1 antagonist – qHTS Assay for Antagonists of the Relaxin Receptor RXFP1; activity change, negative = inhibition, % at 57.5 µM; actives 0.59% (n = 350,000); AID 1259400, 2018; HEK293-RXFP1, relaxin-stimulated cAMP HTRF, 30 min; stronger effect = lower value; Relaxin receptor 1 (Homo sapiens), Q9HBX9;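 active = activity change of -60% or lower, but not beyond a set lower limit; inconclusive = change between -60% and -40%, or beyond the set limit; inactive = change above -40%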; note: % is set by controls: 0 for no effect and ±100 for the full control effect
Target sequence (Q9HBX9 whole entry, looked up): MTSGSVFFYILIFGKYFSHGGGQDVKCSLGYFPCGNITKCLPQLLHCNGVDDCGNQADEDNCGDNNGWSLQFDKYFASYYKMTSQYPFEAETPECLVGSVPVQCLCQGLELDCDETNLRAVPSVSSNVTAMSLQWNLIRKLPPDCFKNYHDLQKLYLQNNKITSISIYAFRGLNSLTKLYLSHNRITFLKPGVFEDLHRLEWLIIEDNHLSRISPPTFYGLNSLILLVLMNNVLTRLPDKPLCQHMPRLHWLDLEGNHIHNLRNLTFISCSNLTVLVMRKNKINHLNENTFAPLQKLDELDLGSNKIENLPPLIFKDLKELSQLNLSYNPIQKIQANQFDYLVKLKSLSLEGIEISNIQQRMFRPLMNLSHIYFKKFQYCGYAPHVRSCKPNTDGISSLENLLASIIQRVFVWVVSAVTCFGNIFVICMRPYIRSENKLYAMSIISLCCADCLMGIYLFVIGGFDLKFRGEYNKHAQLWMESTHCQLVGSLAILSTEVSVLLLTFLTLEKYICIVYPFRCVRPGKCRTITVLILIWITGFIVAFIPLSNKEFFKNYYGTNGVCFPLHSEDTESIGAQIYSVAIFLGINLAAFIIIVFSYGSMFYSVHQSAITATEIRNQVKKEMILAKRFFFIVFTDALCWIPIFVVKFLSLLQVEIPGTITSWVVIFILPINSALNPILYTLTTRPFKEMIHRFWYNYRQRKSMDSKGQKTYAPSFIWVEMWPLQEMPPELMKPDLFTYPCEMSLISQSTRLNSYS
Pol beta inh – qHTS Assay for Inhibitors of DNA Polymerase Beta. P06746. Pol beta primer extension/strand displacement, fluorescence kinetic. Potency, µM (highest dose often 114 µM), without a hit: at the top dose activity change, negative = inhibition, hits mostly inhibitors. actives 1.3% (n = 340,000). AID 485314, 2010; note: potency is the fitted concentration of half-maximal effect; % is set by controls: 0 for no effect and ±100 for the full control effect
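Reaction started by 50 nM substrate onto compound-treated Pol beta (10 nM, 15 min preincubation, room temperature); plates read at 0 min and 10 min. Normalized concentration-effect data fitted by four-parameter Hill equation.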
Pol eta inh – qHTS for Inhibitors of Polymerase Eta; Potency, µM (doses to about 114 µM), for inactives: top-dose activity change, negative = inhibition, actives largely listed as inhibitors; recombinant Pol eta, fluorescent DNA replication assay; AID 588591, 2011; actives 1.2% (n = 390,000); note: potency is the fitted concentration of half-maximal effect; % is set by controls: 0 for no effect and ±100 for the full control effect
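Fluorescent replication assay: 50 nM final substrate added after a 15 min room-temperature compound preincubation with 10 nM enzyme. Signal taken at 0 min and again at 10 min.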
Apoferritin bind – qHTS Assay for Identification of Novel General Anesthetics; Ferritin light chain (Equus caballus), P02791; Potency, µM (doses to about 77.5 µM), for the others: at the highest dose activity change, negative = displacement, most hits filed as inhibitors; AID 485281, 2010; apoferritin/1-aminoanthracene competitive binding, fluorescence; actives 0.074% (n = 350,000); note: potency is the fitted concentration of half-maximal effect; % is set by controls: 0 for no effect and ±100 for the full control effect; nearly all actives have a fitted effect of over 20% in size
Target sequence (P02791 2-175 limits assumed): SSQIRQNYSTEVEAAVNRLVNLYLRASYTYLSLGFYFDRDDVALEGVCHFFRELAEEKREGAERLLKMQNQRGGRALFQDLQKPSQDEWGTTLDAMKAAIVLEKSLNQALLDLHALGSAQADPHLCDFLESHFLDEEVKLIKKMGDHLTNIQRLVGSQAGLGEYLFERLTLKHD
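Concentration-response curves derived by four-parameter Hill fitting of normalized fluorescence, where compounds displaced 1-AMA from 10 uM horse apoferritin following a brief 10 min room-temperature incubation; propofol titration acted as positive control.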
POLK inh – qHTS for Inhibitors of Polymerase Kappa; DNA polymerase kappa (Homo sapiens), Q9UBT6; purified Pol kappa, fluorescent DNA synthesis assay, 10 min; Potency, µM (doses to about 107 µM), inactives show at the top dose activity, negative = inhibition, actives largely listed as inhibitors; actives 0.53% (n = 400,000); AID 588579, 2011; note: potency is the fitted concentration of half-maximal effect; % is set by controls: 0 for no effect and ±100 for the full control effect
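Readout: fluorescence, taken kinetically at 0 and 10 min. Conditions: 10 nM Pol kappa, 15 min RT compound preincubation, 50 nM substrate final. Controls: enzyme-free buffer wells.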
POLI inh – qHTS for Inhibitors of Polymerase Iota; DNA polymerase iota (Homo sapiens), Q9UNA4; Pol iota fluorescent replication assay, 10 min; Potency, µM (series often up to 115 µM), without a hit: at the highest dose activity, negative = inhibition, most hits filed as inhibitors; actives 1% (n = 390,000); AID 588590, 2011; note: potency is the fitted concentration of half-maximal effect
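Pol iota at 10 nM preincubated 15 min with compounds at room temperature; reaction started with fluorescent substrate, 50 nM final. Fluorescence read kinetically at 0 and 10 min; buffer-only wells as negative control.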
Tb PGK inh – qHTS Assay to Find Inhibitors of Phosphoglycerate Kinase | Potency, µM (highest dose often 57.5 µM), for the others: at the highest dose activity change, negative = inhibition, most hits filed as inhibitors | actives 0.043% (n = 380,000) | AID 602233, 2012 | PGK/GAPDH coupled, Kinase-Glo luminescence, 60 min; note: potency is the fitted concentration of half-maximal effect; % is set by controls: 0 for no effect and ±100 for the full control effect; nearly all actives have a fitted effect of over 60% in size
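Luminescent ATP detection (Kinase-Glo Plus) follows a 60-minute room-temperature incubation, with wells lacking PGK as controls. Buffer: 100 mM TEA (pH 7.6), 5 mM MgCl2, 0.01% Tween-20. Coupling enzyme GAPDH (100 nM final) supplies unstable 1,3-BPG in-well.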
Numbers without * were called inactive; i = inactive; ? = inconclusive; / = not tested or not shown; [ ] = another dose, or the depositor's remark. Unless noted, calls come from the whole dose curve; as a rule, active = well fitted curve in the direction sought with a large enough effect; inconclusive = small, poorly fitted or top-dose-only effect, or another doubt; inactive = no such curve, though single readings can be large; an effect the other way counts as inactive or inconclusive.

compound,Pol beta inh,Apoferritin bind,POLI inh,POLK inh,Tb PGK inh,BLM inh,Pol eta inh,RXFP1 antagonist,APE1 inh
N#CC1=C(N)N(c2ccccc2)C2=C(C(=O)CCC2)C1c1cccs1 (stereo not drawn),-1%,-5%,?,-44%,-4%,-8%,-1%,3,-3%
Cc1ncc(CO)c2cc(S(=O)(=O)c3ccc(F)cc3)c(=O)oc12,29%,16%,5%,-16%,5%,-17%,-7%,/,-6%
Cc1cc(Br)ccc1NC(=O)c1cc2c(=O)n(C)c3cc(Cl)ccc3c2s1,13%,-3%,13%,3%,-9%,-2%,-8%,/,/
COc1ccccc1/C=C/C=N/n1c(C2CCCCC2)n[nH]c1=S,4%,-18%,1%,-7%,-8%,0%,-6%,?,-3%
Cc1ccc(CNC(=O)CCNS(=O)(=O)c2ccc(Br)s2)cc1,-10%,-15%,15%,-6%,5%,-5%,-1%,6,3%
O=C(C1CCCN(S(=O)(=O)c2cc(Cl)ccc2Cl)C1)N1CCOCC1 (stereo not drawn),39%,-8%,55%[activator],-1%,i,-4%,-19%,0,13%
COc1cc2c(cc1OC)C(c1cccs1)N(C(=S)NC(C)C)CC2 (stereo not drawn),27%,-10%,62%[activator],-26%,i,-7%,4%,-3,-6%
O=C1CN(C(=O)NCC(=O)N[C@H](Cc2ccccc2)C(=O)O)c2ccccc2N1,25%,-3%,-10%,1%,-4%,-1%,-8%,-7,-3%
Cn1c(=O)c2cc(C(=O)NCCCN3CCN(c4ccccc4F)CC3)sc2c2ccccc21,21%,-1%,22%,1%,0%,-4%,-12%,-7,/
COC(=O)c1ccccc1NS(=O)(=O)c1ccc2[nH]c(=O)[nH]c2c1,-4%,-8%,-8%,-9%,-2%,-5%,-13%,0,-6%
CCOc1ccccc1NC(=O)CSc1ccc2nnc(CCNS(=O)(=O)c3ccccc3)n2n1,-8%,-18%,-3%,3%,-10%,-5%,-12%,-26,/
O=C(NCC(c1cccs1)N1CCOCC1)c1ccc([N+](=O)[O-])cc1 (stereo not drawn),18%[57.1 µM],-1%,174%[activator],-14%,i,-7%,-6%,5,-3%
Cc1ccc(NC(=O)c2nc(S(=O)(=O)Cc3cccc(C)c3)ncc2Cl)cc1,16%,?,-14%,-3%,-2%,-3%,-18%,?,/
O=C(CSc1nc2ccccc2c(=O)n1CCCN1CCOCC1)c1c[nH]c2ccccc12,-8%,-17%,16%,-8%,-7%,-1%,0%,?,0%
Cc1ncc([N+](=O)[O-])n1CCOC(=O)c1ccc(Cl)cc1Cl,5%,?,1%,-7%,0%,1%,-2%,-2,-2%
CC(C)Cc1cc(C(=O)Nc2ccc3c(c2)OCO3)no1,5%,7%,12%,-3%,0%,0%,-16%,-10,-3%
COc1cc(C(C)=O)ccc1Oc1ncccn1,-1%,-1%,20%,-2%,-8%,-3%,-5%,6,36%
Cc1ccccc1NS(=O)(=O)c1ccc(C(=O)N2CCCCCCC2)cc1,/,/,28%,-22%,i,/,-2%,-12,34%
COc1ccc(-c2cccc(C3CC=CC4C3C(=O)N(Cc3ccccc3)C4c3ccc(OC)c(Cl)c3)c2)cc1 (stereo not drawn),20%,0%,-7%,7%,-5%,-9%,-13%,/,?
O=[N+]([O-])c1cnccc1Nc1cccc(F)c1,3%,-7%,?,-13%,5%,3%,-10%,14,4%
CC1=C(c2ccc(Cl)cc2)S(=O)(=O)N=C1N1CCN(c2cccc(C(F)(F)F)c2)CC1,18%,15%,-10%,-5%,4%,-2%,-18%,-9,/
COc1ccc(S(=O)(=O)NC2CCCC2)cc1Cl,1%,?,-3%,4%,-6%,-2%,-26%,4,30%
CCCCN(CC)CCCNC(=O)Cn1ncc2c3ccccc3n(C)c2c1=O,-24%,8%,2%,-11%,6%,-6%,-18%,6,/
Cc1ccc(CN2CCNC(=O)C2CC(=O)N(C)C(C2CC2)C2CC2)o1 (stereo not drawn),-23%,-11%,-4%,11%,-3%,-2%,-1%,5,3%
O=C(N/N=C/c1ccco1)/C(=C/c1cccc([N+](=O)[O-])c1)NC(=O)c1ccccc1,18%,-17%,-3%,-9%,i,-3%,-17%,-26,17%
Cc1ccc(C)c(OCCCNC2CCCC2)c1C,-13%,-7%,?,-5%,-8%,10%,-7%,-8,5%
COC(=O)C1(CO)NC(c2cccs2)C2C(=O)N(c3ccccc3)C(=O)C21 (stereo not drawn),1%,-16%,-5%,-3%,-5%,-8%,-1%,-1,1%
COc1cccc(NC(=O)N2CCC(n3c(C)nc4cccnc43)CC2)c1,11%,8%,14%,-3%[60.1 µM],2%,5%,-11%,3,/
COc1cc(C(=O)NC2(C(F)(F)F)NC(=O)N(CCCc3ccccc3)C2=O)cc(OC)c1OC (stereo not drawn),1%,-5%,104%[activator],-6%,7%,-8%,-29%,-7,-6%
CC(C)C(=O)Nc1ccccc1N1CCN(C(=O)c2ccccc2)CC1,3%,-3%,-5%,-6%,-9%,0%,-17%,-10,0%

Reformatted: results already given
Each structure is followed by: Pol beta inh | Apoferritin bind | POLI inh | POLK inh | Tb PGK inh | BLM inh | Pol eta inh | RXFP1 antagonist | APE1 inh
- CCOc1ccccc1NC(=O)CSc1ccc2nnc(CCNS(=O)(=O)c3ccccc3)n2n1
  -8% | -18% | -3% | 3% | -10% | -5% | -12% | -26 | /
- COc1ccccc1/C=C/C=N/n1c(C2CCCCC2)n[nH]c1=S
  4% | -18% | 1% | -7% | -8% | 0% | -6% | ? | -3%

Next part:
compound,Pol beta inh,Apoferritin bind,POLI inh,POLK inh,Tb PGK inh,BLM inh,Pol eta inh,RXFP1 antagonist,APE1 inh
COc1cc(C(=O)COC(=O)c2cc([N+](=O)[O-])ccc2N2CCOCC2)ccc1OC(F)F,/,/,16%,-4%,3%,/,-20%,-3,-12%
Cc1ccccc1C(=O)Nc1c(C)nc(Nc2ccccc2)nc1Nc1ccccc1,-21%,1%,-11%,-28%,0%,-8%,-22%,/,/
CCOc1ccc(/C=C(\C#N)C(=O)Nc2cccnc2)cc1,3%,4%,10%,-12%,-8%,-5%,-15%,13,1%
CC1(CCc2ccc(O)cc2)NC(=O)NC1=O (stereo not drawn),13%,-12%,8%,-3%,4%,0%,-8%,2,9%
CCOC(=O)c1c(NC(=O)Cn2nc(C(=O)O)c3ccccc3c2=O)sc2c1CCC(C)C2 (stereo not drawn),39%,1%,-30%,-20%,-14%,-4%,-12%,-12,19%
CCOC(=O)C1CCN(C(=S)Nc2ccc(S(N)(=O)=O)cc2)CC1,-4%,-2%,5%,-10%,-6%,2%,-5%,25,6%
O=C(NC1CCCCC1)c1ccc(CSc2nc3cccnc3n2Cc2cccc(F)c2)cc1,-30%,-19%,39%[activator],-14%,-6%,-5%,-23%,-5,/
Cc1ccc(C)c(OCC(=O)N/N=C/c2ccsc2)c1,5%,1%,8%,-6%,i,-2%,4%,-12,10%
Cc1nc2nc(SCC(=O)NC3CCC(C)CC3)nn2c(C)c1Cc1ccccc1 (stereo not drawn),3%,10%,12%,-5%[60.1 µM],-5%,-3%,-24%,-17,/
CCS(=O)(=O)c1ccc2oc(SCC(=O)N3CCCCC3)nc2c1,-18%,-1%,66%[activator],6%,4%,1%,-8%,-7,0%
COc1ccc(NC(=O)c2cccs2)cc1OC,24%,-4%,19%,-2%,-3%,0%,-5%,-8,0%

Limited to Tb PGK inh and RXFP1 antagonist (four entries from above):
smiles	Tb PGK inh	RXFP1 antagonist
Cn1c(=O)c2cc(C(=O)NCCCN3CCN(c4ccccc4F)CC3)sc2c2ccccc21	0%	-7
COC(=O)c1ccccc1NS(=O)(=O)c1ccc2[nH]c(=O)[nH]c2c1	-2%	0
CCOc1ccccc1NC(=O)CSc1ccc2nnc(CCNS(=O)(=O)c3ccccc3)n2n1	-10%	-26
O=C(NCC(c1cccs1)N1CCOCC1)c1ccc([N+](=O)[O-])cc1 (stereo not drawn)	i	5

Some of these compounds in order of the Tb PGK inh value, lowest first:
| SMILES | POLI inh | POLK inh | Tb PGK inh | BLM inh | Pol eta inh | RXFP1 antagonist | APE1 inh |
| --- | --- | --- | --- | --- | --- | --- | --- |
| CCOC(=O)c1c(NC(=O)Cn2nc(C(=O)O)c3ccccc3c2=O)sc2c1CCC(C)C2 (stereo not drawn) | -30% | -20% | -14% | -4% | -12% | -12 | 19% |
| CCOc1ccc(/C=C(\C#N)C(=O)Nc2cccnc2)cc1 | 10% | -12% | -8% | -5% | -15% | 13 | 1% |
| CCOC(=O)C1CCN(C(=S)Nc2ccc(S(N)(=O)=O)cc2)CC1 | 5% | -10% | -6% | 2% | -5% | 25 | 6% |
| COc1ccc(NC(=O)c2cccs2)cc1OC | 19% | -2% | -3% | 0% | -5% | -8 | 0% |
| Cc1ccccc1C(=O)Nc1c(C)nc(Nc2ccccc2)nc1Nc1ccccc1 | -11% | -28% | 0% | -8% | -22% | / | / |
| COc1cc(C(=O)COC(=O)c2cc([N+](=O)[O-])ccc2N2CCOCC2)ccc1OC(F)F | 16% | -4% | 3% | / | -20% | -3 | -12% |

Compound activity: PubChem BioAssay, National Center for Advancing Translational Sciences (NCATS)

Only part of the results is shown, so the mix of outcomes need not match the whole.
